Compound activity deposited in PubChem by several laboratories.
rCAG RNA binder = molecules binding r(CAG) RNA repeats. r(CAG) RNA repeat, TO-PRO-1 dye displacement fluorescence. inhibition, % at 3 µM. 370,000 compounds, 1.3% hits. AID 651821;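 active means inhibition above the plate cutoff, the mean of all test compounds on that plate plus 3 SD, cut at about 35% in these data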;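 further: 0% = DMSO alone and 100% = 100 µM mitoxantrone as full dye displacement; higher means more dye released from RNA so lower well fluorescence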
ARFGAP1 inhibitor = inhibits rat ARF GTPase activating protein 1 | Q62848 | Arfgap1-stimulated ARF1 GTP hydrolysis, GDP FP detection | inhibition, % at 16.5 µM | 360,000 compounds, 0.26% hits | AID 651572;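 active means inhibition above a per-plate limit, mean inhibition of low control wells plus 3 SD, cut at about 25% in these data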;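 further: 0% = DMSO wells with enzyme and 100% = wells lacking Arfgap1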
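Material: truncated rat Arfgap1 GAP domain; Incubation: compound-enzyme preincubation 20 min, reaction 120 min, detection 60 min, 25 °C; Read-out: percent inhibition of Arfgap1-stimulated GTP hydrolysis; Technique: FP, GDP Alexa 633 tracer displaced from anti-GDP antibody, 620/688 nm; Controls: No-Arfgap1 wells (100%) versus DMSO full-reaction wells (0%); Replication: single well per compound.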
ASAP1 GAP inh = ASAP1 ArfGAP inhibition; Q9ULH1; ASAP1-stimulated ARF1 GTP hydrolysis, GDP FP detection; inhibition, % at 16.5 µM; 360,000 compounds, 0.19% hits; AID 624377; in the data active means inhibition above about 25%;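 further: 0% = vehicle with enzyme and substrate and 100% = no enzyme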
NPR2 activator = GC-B (human) receptor activation. AID 1920062. 370,000 compounds, 0.11% hits. P20594. HEK293-GC-B cells, CNP EC30, cGMP TR-FRET; 0% at EC30 CNP, 100% saturating CNP. activation, % at 10 µM;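 active means activation at 10 µM reaching about 35% in either raw or pattern-adjusted values, limit read from the data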
KLK7 zymogen act = activates the human kallikrein-7 zymogen | purified proKLK7, EDANS-DABCYL substrate fluorescence; 100% is mature enzyme control, 0% vehicle | activation, % at 7 µM | P49862 | 370,000 compounds, 0.9% hits;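 active means activation above the mean of all tested compounds plus 3 SD, computed per campaign excluding outliers beyond control limits, cut at about 13% in these data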
FXN GAA850 act = activators of GAA850 frataxin (FXN) promoter; HEK293 lucGAA850 FXN promoter luciferase reporter, 24 h; percent of 10 µM SAHA response; activation, % at 6 µM; 360,000 compounds, 0.56% hits;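 active means activation above the average of all compounds screened plus 3 SD, cutoff fixed separately per campaign, cut at about 7.5% in these data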;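 further: 0% = DMSO wells and 100% = 10 µM SAHA wells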
ADAM10 inh = inhibitors of human ADAM10; O14672; recombinant ADAM10, EDANS/DABCYL FRET peptide cleavage, 3 h; inhibition, % at 7 µM; 370,000 compounds, 0.62% hits;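 active means inhibition above a per-campaign cutoff equal to the mean of compounds falling between control-based bounds plus 3 SD, cut at about 20% in these data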;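 further: 0% = DMSO wells while the 100% control is not disclosed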
Target sequence (O14672 214-748 limits assumed): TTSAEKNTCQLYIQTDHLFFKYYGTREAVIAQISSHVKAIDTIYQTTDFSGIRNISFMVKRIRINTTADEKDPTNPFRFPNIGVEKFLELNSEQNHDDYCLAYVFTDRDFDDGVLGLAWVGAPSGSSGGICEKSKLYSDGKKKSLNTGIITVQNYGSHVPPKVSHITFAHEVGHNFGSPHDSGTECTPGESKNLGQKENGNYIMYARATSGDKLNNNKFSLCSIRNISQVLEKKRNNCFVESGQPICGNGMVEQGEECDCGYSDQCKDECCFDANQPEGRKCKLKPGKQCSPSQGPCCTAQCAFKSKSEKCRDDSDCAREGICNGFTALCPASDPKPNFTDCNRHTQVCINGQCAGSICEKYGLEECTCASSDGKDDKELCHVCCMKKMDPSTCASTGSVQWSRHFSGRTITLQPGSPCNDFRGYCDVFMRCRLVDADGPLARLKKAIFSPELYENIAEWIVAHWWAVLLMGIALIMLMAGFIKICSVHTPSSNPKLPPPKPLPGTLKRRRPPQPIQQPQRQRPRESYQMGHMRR
HGIII-sPLA2 inh = Inhibits HGIII-sPLA2 liposome hydrolysis, primary screen | 370,000 compounds, 0.56% hits | Q9NZ20 | inhibition, % at 12.2 µM | QFRET BODIPY PC-A2 liposome hydrolysis, fluorescence;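 active means inhibition above mean plus 3 SD of compounds lying within the high and low control bounds, cut at about 19% in these data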;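 further: 0% = median of test compound wells and 100% = no enzyme DMSO wells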
Target sequence (Q9NZ20 whole entry, looked up): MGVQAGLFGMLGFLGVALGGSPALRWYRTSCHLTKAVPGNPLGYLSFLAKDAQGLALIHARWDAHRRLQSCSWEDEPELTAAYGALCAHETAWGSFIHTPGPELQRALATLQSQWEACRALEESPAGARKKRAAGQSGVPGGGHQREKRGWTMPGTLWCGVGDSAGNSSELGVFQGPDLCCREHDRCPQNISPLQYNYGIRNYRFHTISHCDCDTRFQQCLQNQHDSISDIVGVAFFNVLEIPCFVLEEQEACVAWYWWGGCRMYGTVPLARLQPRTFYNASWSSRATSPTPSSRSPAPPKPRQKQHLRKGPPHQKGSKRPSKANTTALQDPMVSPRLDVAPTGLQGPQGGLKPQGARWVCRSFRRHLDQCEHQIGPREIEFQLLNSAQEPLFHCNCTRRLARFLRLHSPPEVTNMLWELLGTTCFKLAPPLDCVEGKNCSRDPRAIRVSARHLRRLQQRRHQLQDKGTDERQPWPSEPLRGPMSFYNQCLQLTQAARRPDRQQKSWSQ
NPR1 activator = GC-A (human) enzyme activation. activation, % at 10 µM. P16066. AID 1671463. 370,000 compounds, 0.14% hits. HEK293 GC-A cells, cGMP TR-FRET, EC30 ANP; 0% at EC30 ANP, 100% saturating ANP; in the data active means activation above about 40%
DDE Tn6 FP inh = inhibitors of Tn6 peptide binding to human fibrin DD(E). 370,000 compounds, 0.21% hits. AID 720509. Fibrin DD(E) TRITC-Tn6 fluorescence polarization displacement. inhibition, % at 8.3 µM;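 active means inhibition above a per-campaign cutoff: mean of compounds within control limits plus 3 SD, cut at about 15% in these data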;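 further: 0% = median of all compound wells on the plate and 100% = blocking peptide control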
* hit, by the source's call; i = inactive; x = not tested or not shown.

SMILES	rCAG RNA binder	ARFGAP1 inhibitor	ASAP1 GAP inh	NPR2 activator	KLK7 zymogen act	FXN GAA850 act	ADAM10 inh	HGIII-sPLA2 inh	NPR1 activator	DDE Tn6 FP inh
COc1ccc(-c2n[nH]nc2C2=CC(=O)CC(C)(C)C2)cc1	6	22	-8	-1	5.6	-1.8	-39	3	-3	-4
CC(Sc1nnc(Cc2ccc3c(c2)OCO3)o1)C(N)=O (configuration not stated)	0	6	-13	0	-0.4	-0.9	-3	5	3	-2
OC(COC(c1ccccc1)c1ccccc1)CN1CCOCC1 (configuration not stated)	-1	4	0	2	0.8	2.2	1	8	-3	-2
CC(C)Oc1ccc(Cc2cnc(N)nc2N)cc1	-2	-11	2	5	-0.4	1.0	-9	-2	3	9
O=C(CN1CCCCC1)Nc1ccccc1C(=O)NC1CC1	-1	-4	-9	1	-0.5	-0.6	1	-5	-1	-2
O=C(Nc1ccc(F)cc1)OCc1cn(Cc2ccccc2C(F)(F)F)nn1	-1	x	x	8	0.2	x	7	-13	-1	4
O=C(Nc1ccc(C(F)(F)F)cc1)C1CCCCN1S(=O)(=O)c1ccccc1 (configuration not stated)	0	-4	-2	1	0.3	7.4	28*	-10	0	2
C/C(=N\Nc1nncc2ccccc12)c1ccc(O)cc1	-1	8	8	-5	-0.6	3.9	0	-1	-6	1
COC(=O)CCc1c(C)c(C(=O)c2cccc(OC)c2OC)c2ccccn12	-3	1	-5	-1	-0.7	1.2	-7	-2	-1	-2
O=C(CCC(F)(F)F)N1CCCC(N2CCN(c3cccc(Cl)c3)CC2)C1 (configuration not stated)	-10	-7	3	-1	0.1	3.1	1	-3	-1	2
O=C(COC(=O)CCc1ccccc1)NCc1ccccc1	1	3	-4	7	0.5	1.4	-13	1	1	10
O=c1ccc(S(=O)(=O)N2CCCC2)cn1Cc1ccc(Cl)cc1Cl	0	-10	13	1	-0.4	0.7	-3	-11	0	3
C=CCc1cccc2cc(C(=O)NC3CCCC3)c(=O)oc12	-2	-9	1	2	-3.4	2.5	-29	3	0	-2
CCOC(=O)C1=C(CS(=O)(=O)c2ccccc2)NC(=O)NC1c1ccc(O)c(OC)c1 (configuration not stated)	0	2	10	2	-0.6	0.9	-1	-6	3	6
CC(NC(=O)/C(C#N)=C/c1ccc(C(=O)O)cc1)c1ccccc1 (configuration not stated)	2	-8	-4	3	0.1	-2.5	-4	-6	0	-2
Cc1ccc(OCc2n[nH]c(=S)n2Cc2ccccc2)cc1	6	13	3	0	0.5	0.9	6	4	-1	-4
COc1ccc(-c2noc(=O)n2CC(=O)N2CCC(Cc3ccccc3)CC2)cc1	-1	12	7	-8	0.1	-2.0	-12	8	-25	-3
O=C(Nc1cccc(S(=O)(=O)N2CCOCC2)c1)C1CCN(S(=O)(=O)c2ccccc2)CC1	4	-7	6	-6	1.0	-1.6	-3	-11	4	-2
COCc1[nH]nc2c1C(c1ccc(C)cc1)N(c1ccc(OC)cc1)C2=O (configuration not stated)	2	0	0	-23	0.8	x	-4	-8	-17	3
O=C(CSc1ccc(-c2ccc(F)cc2)nn1)N1CCCc2ccccc21	-1	11	9	-7	-0.4	-4.7	-2	-4	0	-3
CCOC(=O)c1c(NC(=O)CSc2nnc(CNc3ccc(Cl)cc3)o2)sc(C)c1C	2	8	-20	-13	0.8	-3.4	1	-5	-13	-10
Cc1cccc(CCNC(=O)C2CCC(CNS(=O)(=O)c3cccs3)CC2)c1 (configuration not stated)	-4	-17	8	-2	-0.5	1.1	0	-16	0	3
CC1(C)NC(=O)N(CC(O)CN2CCCC2)C1=O (configuration not stated)	-2	-13	0	2	-0.4	1.6	-3	1	-1	10
Cc1cccc(CSc2ncnc3c2cnn3Cc2ccccc2)c1	-4	10	-2	8	0.0	0.5	5	0	-1	-5
O=C(NCCc1cccnc1)c1cc(COc2ccc(F)cc2F)on1	-4	10	-2	-1	0.7	-0.2	-6	1	24	-2
The results go on.
SMILES	rCAG RNA binder	ARFGAP1 inhibitor	ASAP1 GAP inh	NPR2 activator	KLK7 zymogen act	FXN GAA850 act	ADAM10 inh	HGIII-sPLA2 inh	NPR1 activator	DDE Tn6 FP inh
CC(C)CC(N=Cc1c(O)c2ccccc2oc1=O)C(=O)O (configuration not stated)	2	6	-4	3	0.6	-1.8	-5	5	-4	-3
COc1ccc2c(-c3ccc(S(N)(=O)=O)cc3)c(-c3ccc(S(C)(=O)=O)cc3)sc2c1	12	8	10	-11	-249	-1.6	i	-12	-3	-5
COC(=O)c1c(C)oc(C)c1S(=O)(=O)N1CCCCC1	0	-7	5	1	-0.3	2.4	-3	-1	3	-4
Cc1cc(C)c(OCCCCNCc2ccccc2)c(Cl)c1	10	0	9	-13	-0.1	1.5	4	-3	-15	3
O=C(NCc1ccccc1)C1=C[C@H](c2ccc(Br)cc2)C[C@H](OCc2ccc(CO)cc2)O1	9	6	19	-1	0.6	-1.4	21*	-25	-3	0
COc1ccc(C(C)=O)cc1COc1ccc(Cl)cc1Cl	1	13	4	-5	-0.1	-0.3	2	3	36	2
CCCCNC1=C(Br)C(=O)CC(C)(C)C1	0	-3	0	6	-0.2	0.9	0	-3	-1	-3
CC(C)Cn1c(N)c(C(=O)CSc2nnnn2C)c(=O)n(C)c1=O	-1	1	0	-3	0.8	0.8	3	1	3	4
COCCn1c(C)cc(C(=O)CSc2nc3ccccc3c(=O)n2C(C)COC)c1C (configuration not stated)	-7	-5	4	4	1.5	-0.3	-2	0	2	8
Cc1ccccc1-n1nc(CSc2nc3ccccc3[nH]2)c(-c2ccccc2)c1N	-4	-6	-10	-4	0.8	-1.3	15	-7	-2	-1
Cc1cccnc1NC(=O)C1CCCN1S(=O)(=O)c1ccc(Cl)cc1 (configuration not stated)	-4	9	-7	8	-0.1	2.1	2	1	-1	2
CCOC(=O)c1c(-c2ccc(C)s2)csc1NC(=O)c1cccs1	-1	1	-5	-4	0.0	-0.2	-2	4	12	3
CCCCCC1CCC(C(=O)NCCN2CCOCC2)CC1 (configuration not stated)	-10	0	3	-1	-0.6	-0.6	-2	0	10	7
CCOC(=O)N1CCN(C(=O)c2ccc3c(c2)N(Cc2cc(C)ccc2C)C(=O)c2ccccc2S3=O)CC1 (configuration not stated)	1	0	1	2	-0.3	-5.7	-6	1	6	-8
O=S(=O)(c1ccc(NC(=S)N2CCOCC2)cc1)N1CCCCC1	3	-1	14	3	-0.9	-0.1	-8	0	-1	-4
CC1=NN(c2ccccc2)C(=O)/C1=C/C=C/c1ccc(N(C)C)cc1	5	9	5	-18	0.1	-0.9	-4	23*	-24	-2
Cc1noc(C)c1C(=O)OCC(=O)NC1CCCCC1C (configuration not stated)	-5	9	-10	0	-0.3	1.3	-6	1	3	-2
CSCC[C@H](NC(=O)c1cc([N+](=O)[O-])ccc1Cl)c1nc2ccccc2[nH]1	3	11	8	-2	0.2	-2.8	5	5	-9	-5
O=C1CCCN1CCCNc1ncnc2c1[nH]c1ccccc12	-2	-2	9	2	0.2	-1.4	-115	2	6	-4
O=C(Nc1ccc(F)cc1F)Nc1ccc(F)cc1F	2	-11	-18	1	0.1	4.0	8	1	3	7
CC1=C(C(=O)OCc2ccccc2)C(c2ccccc2)NC(=O)N1 (configuration not stated)	-7	-16	-8	3	0.0	1.0	1	1	-1	-3
Cc1cc(NC(=O)CSc2nnc(C(C)N(C)C)n2-c2ccc(F)cc2)no1 (configuration not stated)	-2	6	-4	-1	0.3	0.9	-3	1	-1	7
CC(=O)N1CCN(c2ccc(NCc3ccccc3)cc2)CC1	2	-4	-18	-1	0.0	-0.9	-40	0	-6	8
COc1ccc(C=Nc2cccc3ncccc23)cc1	-6	12	-11	-10	-0.2	2.5	-15	9	1	1
CCCCn1c(N)c(N(CCOC)C(=O)c2cc3ccccc3cc2OC)c(=O)[nH]c1=O	-3	-14	-9	-2	0.2	0.8	-8	2	6	8
Continued.
SMILES	rCAG RNA binder	ARFGAP1 inhibitor	ASAP1 GAP inh	NPR2 activator	KLK7 zymogen act	FXN GAA850 act	ADAM10 inh	HGIII-sPLA2 inh	NPR1 activator	DDE Tn6 FP inh
Cc1ccc(N=Cc2c(O)c3ccccc3n(C)c2=O)cc1	6	5	-2	-2	29*	2.1	-11	-2	1	5
Cc1cc(Cc2ccc(N)c(C)c2)ccc1N	0	17	-4	9	0.1	0.4	3	6	-1	0
O=C(O)/C=C/c1ccccc1Oc1ccc(Cl)cc1Cl	8	-7	2	-6	-0.1	2.0	0	-2	0	5
C=CCN=C1NN=C(c2ccc3c(c2)OCCO3)CS1	10	2	-2	6	-1.1	-2.9	-18	0	11	5
O=C1/C(=C/c2cccc(Br)c2)SC(=S)N1/N=C/c1cc([N+](=O)[O-])ccc1O	10	9	0	1	0.1	1.4	-1	-1	6	4
Cn1ccc2c(-c3cccnc3)cc3c(c21)C1CCC3O1 (configuration not stated)	0	-1	14	-2	-0.2	x	-19	13	-3	0
C[C@H]1COC(=O)[C@H](NC(=O)OCC2c3ccccc3-c3ccccc32)C/C=C\C[C@H](CC(=O)N(CCO)Cc2ccccc2)C(=O)N1	11	0	-13	4	0.5	-0.8	-17	-12	-3	3
CCC1CCC(N2CCN(c3ccc([N+](=O)[O-])cc3)CC2)CC1 (configuration not stated)	-2	1	-4	3	-0.3	0.4	8	7	-1	8
O=C(NCc1cccnc1)c1cc(C(=O)C2CC2)c[nH]1	1	22	-5	3	-0.7	0.7	-6	14	-2	-1
COC(=O)CC(NC(=S)NC(=O)c1ccccc1)c1ccc(Br)cc1 (configuration not stated)	-1	1	-13	6	-0.3	-2.8	4	1	3	10
Cc1n[nH]c(C)c1S(=O)(=O)N1CCc2ccccc2C1	0	-6	-1	1	-0.4	0.8	2	-4	5	-1
C=CCOc1ccc(CN(C)C(=O)CN2C(=O)c3ccccc3C2=O)cc1	-6	-7	0	1	-0.3	1.6	0	6	0	-7
Fc1ccccc1COc1ccc(C(=S)N2CCCC2)cc1	-6	-5	2	8	0.0	3.2	10	5	0	-1
O=C(C1CCN(S(=O)(=O)c2ccc3[nH]c(=O)oc3c2)CC1)N1CCCC1	7	x	x	-9	0.3	x	-1	1	-1	2
Cc1cc(C)c(NC(=O)CS)c(Cl)c1	-2	-1	0	1	-0.2	3.1	-2	2	1	-1
COCCCNC(=S)N/N=C/c1ccc2ccccc2c1	2	-13	1	13	-0.1	-1.4	4	2	6	4

Reprinted at random: 4 compounds from above, in no set order.
SMILES	rCAG RNA binder	ARFGAP1 inhibitor	ASAP1 GAP inh	NPR2 activator	KLK7 zymogen act	FXN GAA850 act	ADAM10 inh	HGIII-sPLA2 inh	NPR1 activator	DDE Tn6 FP inh
C[C@H]1COC(=O)[C@H](NC(=O)OCC2c3ccccc3-c3ccccc32)C/C=C\C[C@H](CC(=O)N(CCO)Cc2ccccc2)C(=O)N1	11	0	-13	4	0.5	-0.8	-17	-12	-3	3
O=C1/C(=C/c2cccc(Br)c2)SC(=S)N1/N=C/c1cc([N+](=O)[O-])ccc1O	10	9	0	1	0.1	1.4	-1	-1	6	4
Cn1ccc2c(-c3cccnc3)cc3c(c21)C1CCC3O1 (configuration not stated)	0	-1	14	-2	-0.2	x	-19	13	-3	0
Cc1ccc(N=Cc2c(O)c3ccccc3n(C)c2=O)cc1	6	5	-2	-2	29*	2.1	-11	-2	1	5
